LYPLA1 counter = blocks human lysophospholipase 1, a PME1 counter-screen; recombinant LYPLA1, FP-Rh probe fluorescence polarization; hit rate 0.16% among 320,000; inhibition, % at 5.9 µM; O75608;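 active = inhibition above the mean of all tested compounds plus 3 SD, set per campaign, cut at about 14% in these data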;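 also: inhibitors block serine hydrolase probe labeling of LYPLA1 so polarization falls; 0% = enzyme with DMSO and 100% = wells lacking LYPLA1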
GSTO1 inh = GSTO1 inhibition, counter-screen for RBBP9 inhibitors; P78417; recombinant GSTO1, activity-based probe fluorescence polarization; inhibition, % at 5.96 µM; hit rate 1.1% among 300,000;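 active = inhibition above the campaign mean inhibition plus 3 SD, cut at about 35% in these data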;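 also: 0% = GSTO1-1 with DMSO and 100% = wells lacking GSTO1-1 enzyme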
PME-1 primary = blocks human protein phosphatase methylesterase 1; recombinant PME-1, FP-Rh probe fluorescence polarization; inhibition, % at 5.9 µM; AID 2130; hit rate 0.53% among 320,000; Q9Y570;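 active = inhibition above the campaign mean of all compounds plus 3 SD, cut at about 26% in these data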;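 also: competitive labeling of PME-1 active site by serine hydrolase directed probe; 0% = PME-1 with DMSO and 100% = wells lacking PME-1 enzyme; inhibitors block probe labeling so polarization falls and inhibition rises; many of its hits are not listed in these tables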
Target sequence (Q9Y570 whole entry, looked up): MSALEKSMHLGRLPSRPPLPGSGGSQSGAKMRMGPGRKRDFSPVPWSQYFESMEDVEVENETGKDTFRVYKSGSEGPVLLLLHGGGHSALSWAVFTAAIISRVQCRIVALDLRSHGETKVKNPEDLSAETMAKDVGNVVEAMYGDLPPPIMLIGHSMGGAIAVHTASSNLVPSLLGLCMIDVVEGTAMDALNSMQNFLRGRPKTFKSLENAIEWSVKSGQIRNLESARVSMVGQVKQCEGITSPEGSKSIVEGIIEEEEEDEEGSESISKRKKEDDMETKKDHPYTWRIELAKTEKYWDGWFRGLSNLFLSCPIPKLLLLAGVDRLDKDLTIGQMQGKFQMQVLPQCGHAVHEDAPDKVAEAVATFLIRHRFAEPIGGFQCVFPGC
Fam108B inh = blocks mouse Fam108B hydrolase in RBBP9 counter-screen. recombinant Fam108B, FP-Rh probe fluorescence polarization. hit rate 0.33% among 300,000. inhibition, % at 9.51 µM. AID 1947;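 active = inhibition above the screen mean inhibition plus 3 SD, computed separately per campaign, cut at about 18% in these data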;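 also: inhibitors lower polarization as less probe binds the enzyme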
PAFAH1B2 FP inh = inhibitors of human PAFAH1B2; inhibition, % at 3.39 µM; AID 492953; P68402; recombinant PAFAH1B2, FP-rhodamine activity probe, fluorescence polarization; hit rate 1.2% among 340,000;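 active = inhibition above the mean of all tested compounds plus 3 SD, cut at about 24% in these data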;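 also: 0% = enzyme with DMSO and 100% = wells lacking PAFAH1B2; many of its hits are not listed in these tables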
PAFAH1B3 inh = inhibitors of human PAFAH1B3 | Q15102 | inhibition, % at 3.39 µM | recombinant PAFAH1B3, FP-rhodamine probe, fluorescence polarization | hit rate 0.28% among 340,000 | AID 492972;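 active = inhibition above the screen-wide average of all tested compounds plus 3 SD, cut at about 25% in these data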;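 also: 0% = enzyme with DMSO only and 100% = wells lacking PAFAH1B3 protein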
Target sequence (Q15102 whole entry, looked up): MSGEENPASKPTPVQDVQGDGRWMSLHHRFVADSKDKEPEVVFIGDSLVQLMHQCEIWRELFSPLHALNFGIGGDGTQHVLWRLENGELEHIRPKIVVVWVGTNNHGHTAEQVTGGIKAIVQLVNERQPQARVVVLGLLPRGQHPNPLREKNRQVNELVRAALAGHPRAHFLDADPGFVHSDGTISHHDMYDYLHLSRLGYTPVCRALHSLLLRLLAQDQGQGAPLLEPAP
pPAFAH inh = pPAFAH (human) enzyme inhibition. recombinant pPAFAH, FP-rhodamine probe fluorescence polarization. inhibition, % at 3.39 µM. hit rate 1.5% among 330,000;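 active = inhibition above the mean inhibition across the screen plus 3 SD, cut at about 25% in these data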;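 also: inhibitors block binding of the rhodamine activity-based probe so polarization drops; 0% = enzyme with DMSO and 100% = wells lacking pPAFAH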
Target sequence (Q13093 whole entry, looked up): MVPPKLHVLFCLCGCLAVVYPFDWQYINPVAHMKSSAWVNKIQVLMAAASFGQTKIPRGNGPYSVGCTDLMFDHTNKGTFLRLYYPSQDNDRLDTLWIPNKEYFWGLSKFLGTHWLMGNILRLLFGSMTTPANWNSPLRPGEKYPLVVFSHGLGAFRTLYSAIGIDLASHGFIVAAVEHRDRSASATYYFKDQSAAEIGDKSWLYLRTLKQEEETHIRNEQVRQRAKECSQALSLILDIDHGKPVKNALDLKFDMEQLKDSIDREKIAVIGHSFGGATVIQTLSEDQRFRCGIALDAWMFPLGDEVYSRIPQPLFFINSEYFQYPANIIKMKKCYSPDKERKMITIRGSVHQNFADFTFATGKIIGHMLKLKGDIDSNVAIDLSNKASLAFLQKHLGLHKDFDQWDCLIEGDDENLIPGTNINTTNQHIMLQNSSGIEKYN
PAFAH2 FP inh = PAFAH2 (human) inhibition; Q99487; recombinant PAFAH2, FP-rhodamine activity probe, fluorescence polarization; inhibition, % at 3.39 µM; hit rate 0.99% among 340,000;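 active = inhibition above the mean over all tested compounds plus 3 SD, cut at about 30% in these data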;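 also: inhibitors block probe labeling of enzyme so polarization drops; 0% = enzyme with DMSO and 100% = wells lacking PAFAH2 protein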
PAD4 FP inh = blocks human protein arginine deiminase 4 | AID 485272 | hit rate 0.41% among 330,000 | recombinant PAD4, RCA probe fluorescence polarization | inhibition, % at 6.36 µM;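 active = percent inhibition above a cutoff equal to the mean of all tested compounds plus 3 SD, cut at about 15% in these data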;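 also: 0% = PAD4 with RCA probe and DMSO and 100% = probe without PAD4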
* hit, by the source's call. An excerpt; rates above refer to the full screens.

How did CC1(c2nnc(-c3cccc(Cl)c3)o2)CC(c2cccnc2)=NO1 (stereo not drawn) do in these assays?
LYPLA1 counter: -3; GSTO1 inh: 5; PME-1 primary: 1; Fam108B inh: 4; PAFAH1B2 FP inh: 0; PAFAH1B3 inh: 6; pPAFAH inh: 6; PAFAH2 FP inh: 2; PAD4 FP inh: -2

How did C=C(C)COc1ccc2oc(C)c(C(=O)OCCOC)c2c1 do in these assays?
LYPLA1 counter: 1; GSTO1 inh: -2; PME-1 primary: -8; Fam108B inh: -2; PAFAH1B2 FP inh: -2; PAFAH1B3 inh: 0; pPAFAH inh: 0; PAFAH2 FP inh: 0; PAD4 FP inh: -1

How did CCOC(=O)c1[nH]cnc1C(=O)Nc1ccc(C)cc1 do in these assays?
LYPLA1 counter: 0; GSTO1 inh: 5; PME-1 primary: -5; Fam108B inh: -1; PAFAH1B2 FP inh: -4; PAFAH1B3 inh: 5; pPAFAH inh: -2; PAFAH2 FP inh: 10; PAD4 FP inh: -3

Results for CCCNC(=O)c1onc(CSc2ccc(F)cc2)c1C(=O)NCCOC ?
LYPLA1 counter: -3; GSTO1 inh: 3; PME-1 primary: 0; Fam108B inh: 2; PAFAH1B2 FP inh: -2; PAFAH1B3 inh: 3; pPAFAH inh: 1; PAFAH2 FP inh: 8; PAD4 FP inh: 8

Results for O=C(Nc1nc2ccc(Cl)cc2s1)C1CCCO1 (stereo not drawn) ?
LYPLA1 counter: -4; GSTO1 inh: 4; PME-1 primary: -1; Fam108B inh: 0; PAFAH1B2 FP inh: 6; PAFAH1B3 inh: 3; pPAFAH inh: 7; PAFAH2 FP inh: 4; PAD4 FP inh: -7

How did O=C(O)c1cccc(N2CCCC2)c1 do in these assays?
LYPLA1 counter: 1; GSTO1 inh: 4; PME-1 primary: -3; Fam108B inh: 5; PAFAH1B2 FP inh: -1; PAFAH1B3 inh: 13; pPAFAH inh: 4; PAFAH2 FP inh: 7; PAD4 FP inh: 2

How did O=C(Nc1cccc(F)c1)N1CCC(c2ccccc2)CC1 do in these assays?
LYPLA1 counter: 0; GSTO1 inh: 0; PME-1 primary: 0; Fam108B inh: 2; PAFAH1B2 FP inh: 3; PAFAH1B3 inh: -1; pPAFAH inh: 6; PAFAH2 FP inh: -7; PAD4 FP inh: -4

How did O=C(Nc1ccc(O)cc1)/C(=C\c1ccncc1)NC(=O)c1ccccc1 do in these assays?
LYPLA1 counter: 2; GSTO1 inh: 2; PME-1 primary: -5; Fam108B inh: 0; PAFAH1B2 FP inh: -3; PAFAH1B3 inh: 4; pPAFAH inh: -4; PAFAH2 FP inh: 2; PAD4 FP inh: -4

How did CCOc1ccc(-n2c(SCC(=O)O)nc3sc4c(c3c2=O)CCCC4)cc1 do in these assays?
LYPLA1 counter: 2; GSTO1 inh: 0; PME-1 primary: -1; Fam108B inh: 1; PAFAH1B2 FP inh: 5; PAFAH1B3 inh: 0; pPAFAH inh: 1; PAFAH2 FP inh: -5; PAD4 FP inh: -4

Results for Cn1nc(C(=O)NCc2ccc(F)cc2)c2c1-c1ccccc1S(=O)(=O)C2 ?
LYPLA1 counter: -2; GSTO1 inh: 0; PME-1 primary: 2; Fam108B inh: 2; PAFAH1B2 FP inh: 1; PAFAH1B3 inh: 7; pPAFAH inh: 4; PAFAH2 FP inh: -1; PAD4 FP inh: 1

What do the screens show for `CC1CCN(c2ccc(C(F)(F)F)cc2N)CC1`?
LYPLA1 counter: -3; GSTO1 inh: 4; PME-1 primary: -4; Fam108B inh: -1; PAFAH1B2 FP inh: -2; PAFAH1B3 inh: 2; pPAFAH inh: -4; PAFAH2 FP inh: -1; PAD4 FP inh: -5

Results for CCOC(=O)C(C)(C)N(Cc1cccc(C)c1)S(=O)(=O)c1cccc([N+](=O)[O-])c1 ?
LYPLA1 counter: -2; GSTO1 inh: 3; PME-1 primary: -6; Fam108B inh: 3; PAFAH1B2 FP inh: 8; PAFAH1B3 inh: 7; pPAFAH inh: 3; PAFAH2 FP inh: 9; PAD4 FP inh: -1

What do the screens show for `Cc1ccc(-c2cc(C(=O)Nc3nn[nH]n3)c3ccccc3n2)c(C)c1`?
LYPLA1 counter: 2; GSTO1 inh: 6; PME-1 primary: 1; Fam108B inh: -3; PAFAH1B2 FP inh: -1; PAFAH1B3 inh: -2; pPAFAH inh: -1; PAFAH2 FP inh: 1; PAD4 FP inh: -1

Results for COc1ccccc1-n1nnnc1SCC(=O)NC1CCCCC1 ?
LYPLA1 counter: 0; GSTO1 inh: 4; PME-1 primary: 6; Fam108B inh: 3; PAFAH1B2 FP inh: 4; PAFAH1B3 inh: 0; pPAFAH inh: -2; PAFAH2 FP inh: 6; PAD4 FP inh: 3

How did CC1(C)CC(=O)C(C(C2=C(O)CC(C)(C)CC2=O)c2cccnc2)C(=O)C1 (stereo not drawn) do in these assays?
LYPLA1 counter: 0; GSTO1 inh: 6; PME-1 primary: -8; Fam108B inh: -3; PAFAH1B2 FP inh: 0; PAFAH1B3 inh: 4; pPAFAH inh: -2; PAFAH2 FP inh: -2; PAD4 FP inh: -6

Results for CCCCCSc1nc2c(c(=O)[nH]c(=O)n2C)n1CCc1ccccc1 ?
LYPLA1 counter: -1; GSTO1 inh: 0; PME-1 primary: 5; Fam108B inh: 0; PAFAH1B2 FP inh: 6; PAFAH1B3 inh: -4; pPAFAH inh: 2; PAFAH2 FP inh: 5; PAD4 FP inh: -4

Results for CC(=O)c1c(C)n(-c2ccc(C)cc2)c2ccc(O)cc12 ?
LYPLA1 counter: 1; GSTO1 inh: 5; PME-1 primary: -1; Fam108B inh: -5; PAFAH1B2 FP inh: 3; PAFAH1B3 inh: 7; pPAFAH inh: -1; PAFAH2 FP inh: -9; PAD4 FP inh: 0

Results for CC1=CC(C)(C)Nc2ccc(Cc3ccc4c(c3)C(C)=CC(C)(C)N4)cc21 ?
LYPLA1 counter: -4; GSTO1 inh: 15; PME-1 primary: 0; Fam108B inh: 5; PAFAH1B2 FP inh: 4; PAFAH1B3 inh: 10; pPAFAH inh: 8; PAFAH2 FP inh: -4; PAD4 FP inh: -6

What do the screens show for `COc1cc(OC)cc(C(=O)Oc2ccc(/C=N/Nc3nc4ccccc4s3)cc2OC)c1`?
LYPLA1 counter: -4; GSTO1 inh: 0; PME-1 primary: 31*; Fam108B inh: 26*; PAFAH1B2 FP inh: -2; PAFAH1B3 inh: 5; pPAFAH inh: 23; PAFAH2 FP inh: -4; PAD4 FP inh: -3

What do the screens show for `COc1ccc(CNS(=O)(=O)c2ccc3c(c2)NC(=O)C(C)S3)cc1` (stereo not drawn)?
LYPLA1 counter: 4; GSTO1 inh: 16; PME-1 primary: 0; Fam108B inh: 1; PAFAH1B2 FP inh: 9; PAFAH1B3 inh: 2; pPAFAH inh: 4; PAFAH2 FP inh: 10; PAD4 FP inh: -1

What do the screens show for `COc1ccc(NS(=O)(=O)c2ccc(S(=O)(=O)N3CCCC3)cc2)cc1Cl`?
LYPLA1 counter: 2; GSTO1 inh: 5; PME-1 primary: 3; Fam108B inh: -6; PAFAH1B2 FP inh: 1; PAFAH1B3 inh: 7; pPAFAH inh: 7; PAFAH2 FP inh: -4; PAD4 FP inh: 5

How did Cc1ccc(C(CC(=O)O)C2CCOC(C)(C)C2)cc1 (stereo not drawn) do in these assays?
LYPLA1 counter: 2; GSTO1 inh: 0; PME-1 primary: -3; Fam108B inh: -1; PAFAH1B2 FP inh: 5; PAFAH1B3 inh: 9; pPAFAH inh: 1; PAFAH2 FP inh: -3; PAD4 FP inh: -5

Results for CCOC(=O)C1CCCN(c2c(NCC3CCCN3CC)c(=O)c2=O)C1 (stereo not drawn) ?
LYPLA1 counter: -1; GSTO1 inh: 6; PME-1 primary: 1; Fam108B inh: -3; PAFAH1B2 FP inh: 0; PAFAH1B3 inh: 1; pPAFAH inh: -3; PAFAH2 FP inh: 3; PAD4 FP inh: -2

What do the screens show for `Cc1nn(-c2ccc(Cl)cc2)c(NC(=O)C(C)C)c(-c2ccccc2)c1=O`?
LYPLA1 counter: -2; GSTO1 inh: 7; PME-1 primary: 5; Fam108B inh: 0; PAFAH1B2 FP inh: 0; PAFAH1B3 inh: -2; pPAFAH inh: -1; PAFAH2 FP inh: -7; PAD4 FP inh: 7

Results for CC(C)C(=O)OCC(=O)Nc1ccc2c(c1)CCC2 ?
LYPLA1 counter: 8; GSTO1 inh: 0; PME-1 primary: -4; Fam108B inh: 0; PAFAH1B2 FP inh: 5; PAFAH1B3 inh: 2; pPAFAH inh: 1; PAFAH2 FP inh: 17; PAD4 FP inh: -3

Results for CCN(CC)C(=O)[C@H]1C[C@H](CC(=O)NCCCOC)C(=O)N2CCc3c([nH]c4cc(-c5ccco5)ccc34)[C@]12C ?
PAFAH1B2 FP inh: 4; PAFAH1B3 inh: 8; pPAFAH inh: 10; PAFAH2 FP inh: -3; PAD4 FP inh: 4

What do the screens show for `Cc1cc(C)n(CCCNC(=O)c2ccc(C)o2)n1`?
LYPLA1 counter: -1; PME-1 primary: 1; PAFAH1B2 FP inh: 0; PAFAH1B3 inh: 5; pPAFAH inh: -5; PAFAH2 FP inh: -4; PAD4 FP inh: -1

Results for CC1(C)Cc2c(C#N)c(NCCCO)nc(-c3ccccc3)c2CO1 ?
LYPLA1 counter: 0; GSTO1 inh: 4; PME-1 primary: 3; Fam108B inh: -2; PAFAH1B2 FP inh: -1; PAFAH1B3 inh: 0; pPAFAH inh: 0; PAFAH2 FP inh: -4; PAD4 FP inh: 5

What do the screens show for `CC[C@]12c3[nH]c4ccc(Cl)cc4c3CCN1C(=O)[C@@H](CC(=O)NCc1cccc(C(F)(F)F)c1)C[C@@H]2C(=O)N1CCN(C(=O)C2CC2)CC1`?
PAFAH1B2 FP inh: 4; PAFAH1B3 inh: 7; pPAFAH inh: 3; PAFAH2 FP inh: -8; PAD4 FP inh: 2

What do the screens show for `Cn1c(=O)c2c(nc(NCC(O)CO)n2CCc2ccccc2)n(C)c1=O` (stereo not drawn)?
LYPLA1 counter: -6; GSTO1 inh: 2; PME-1 primary: -2; Fam108B inh: -2; PAFAH1B2 FP inh: 8; PAFAH1B3 inh: 11; pPAFAH inh: 2; PAFAH2 FP inh: -1; PAD4 FP inh: 4

What do the screens show for `COc1ccc(F)cc1S(=O)(=O)n1cnc2ccccc21`?
LYPLA1 counter: 2; GSTO1 inh: 2; PME-1 primary: 0; Fam108B inh: 1; PAFAH1B2 FP inh: -1; PAFAH1B3 inh: -2; pPAFAH inh: 4; PAFAH2 FP inh: -8; PAD4 FP inh: 5

Results for CCCCC(=O)Nc1ccc(C(=O)Nc2ccc(S(=O)(=O)N3CCCC3)cc2)cc1 ?
LYPLA1 counter: -1; GSTO1 inh: -2; PME-1 primary: -8; Fam108B inh: -5; PAFAH1B2 FP inh: 1; PAFAH1B3 inh: -2; pPAFAH inh: -1; PAFAH2 FP inh: 1; PAD4 FP inh: -1

Results for COc1cccc(NC(=O)CN2C(=O)NC3(CCc4ccccc43)C2=O)c1 (stereo not drawn) ?
LYPLA1 counter: -1; PME-1 primary: -1; PAFAH1B2 FP inh: 3; PAFAH1B3 inh: -1; pPAFAH inh: 0; PAFAH2 FP inh: 10; PAD4 FP inh: 2

Results for COc1ccccc1Nc1nc(-c2cccc([N+](=O)[O-])c2)cs1 ?
LYPLA1 counter: -5; GSTO1 inh: -15; PME-1 primary: 16; Fam108B inh: 1; PAFAH1B2 FP inh: 4; PAFAH1B3 inh: 16; pPAFAH inh: 15; PAFAH2 FP inh: 0; PAD4 FP inh: -8

High-throughput results deposited in PubChem BioAssay by The Scripps Research Institute Molecular Screening Center.
